Abeta rescue: compounds reversing amyloid beta toxicity in yeast; 410,000 tested, 0.063% active; yeast expressing A-beta42, growth rescue, OD600, 48 h; response scale: 0% DMSO, 100% iron-clioquinol control; Potency, µM (titrated, usually from 46.1 µM), for inactives: top-dose growth rescue, hits mostly activators; also: potency is read from the fitted curve at half-maximal effect; nearly all actives have a fitted effect of over 55% in size
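Yeast A-beta toxicity model in growth medium with pinned compounds, 48 h at 30 C; growth read as absorbance at 600 nm. Normalized to FeCl3/clioquinol equimolar mix (positive) and DMSO (negative).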
PI5P4Ka inh: blocks human PI5P4K alpha kinase activity; P48426; 330,000 tested, 1.2% active; PI5P4Kalpha enzyme, ADP-Glo luminescence, 60 min; stronger effect = lower value; max response, %; AID 652105; active = max response of -50% or lower; inconclusive = between -30% and -50%; inactive = -30% or higher; also: value at the top dose of about 77 µM; % is scaled to controls: 0 for no effect and ±100 for the full control effect
Target sequence (P48426 whole entry, looked up): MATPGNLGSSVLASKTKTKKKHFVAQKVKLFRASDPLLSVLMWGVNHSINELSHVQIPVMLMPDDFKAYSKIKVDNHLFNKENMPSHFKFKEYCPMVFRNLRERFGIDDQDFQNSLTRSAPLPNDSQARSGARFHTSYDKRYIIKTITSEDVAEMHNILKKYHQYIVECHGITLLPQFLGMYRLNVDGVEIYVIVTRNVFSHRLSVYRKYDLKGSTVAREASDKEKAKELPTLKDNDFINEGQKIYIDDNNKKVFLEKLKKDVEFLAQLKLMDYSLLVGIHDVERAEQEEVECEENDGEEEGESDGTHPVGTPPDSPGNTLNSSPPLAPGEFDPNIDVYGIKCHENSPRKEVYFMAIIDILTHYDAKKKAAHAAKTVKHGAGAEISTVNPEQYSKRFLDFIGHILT
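Human PI5P4Kalpha with substrate in 0.038 M HEPES pH 7.4, 0.28 mM EGTA, 0.1% CHAPS, 5% DMSO; reaction started with 5 microM ATP (final), 60 min at room temperature. ADP formed read by ADP-Glo luminescence.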
aSyn yeast inh: alpha-synuclein toxicity inhibition in yeast; AID 652106; Potency, µM (doses to about 46.1 µM), for the others: at the highest dose growth rescue (activation), hits mostly activators; 370,000 tested, 0.14% active; Yeast expressing alpha-synuclein, growth rescue, BacTiter-Glo, 24 h; also: potency is read from the fitted curve at half-maximal effect; % of control where 0% means no effect; nearly all actives have a fitted effect of over 65% in size
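Galactose-induced alpha-syn yeast (OD600=0.02, raffinose-pregrown) + pinned cpd, 24 hr, 30 deg C; growth by BacTiter-Glo luminescence. Growth restoration scores as activation.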
WRN helicase inh: WRN helicase (human) inhibition. Q14191. WRN helicase unwinding, fluorescent forked duplex, kinetic. Potency, µM (series often up to 114 µM), for inactives: at the highest dose activity change, negative = inhibition, most hits filed as inhibitors. AID 651768. 360,000 tested, 0.46% active; also: potency is read from the fitted curve at half-maximal effect; % is scaled to controls: 0 for no effect and ±100 for the full control effect; nearly all actives have a fitted effect of over 55% in size
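Screening of the MLSMR collection measured strand separation of a quenched forked DNA duplex (100 nM) by 20 nM WRN with 2 mM ATP, all final. Compounds were preincubated with enzyme 15 min at room temperature.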
EPAC1 antagonist: blocks human EPAC1 exchange factor. O95398. EPAC1 GEF assay, Rap1b-BODIPY-GDP exchange fluorescence. Potency, µM (titrated, usually from 115 µM), inactives show top-dose activity change, negative = inhibition, usual class: inhibitors. 360,000 tested, 0.14% active;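 also: potency is read from the fitted curve at half-maximal effect; plate controls were vehicle for no effect and positive control for full effect; nearly all actives have a fitted effect of over 50% in size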
EPAC1 agonist: EPAC1 (human) agonism. O95398. EPAC1 agonist qHTS, biochemical assay; response scale: 100% = response to 6.5 mM cAMP. Potency, µM (series often up to 154 µM), for inactives: at the top dose activation, usual class: activators. 360,000 tested, 0.073% active. AID 720707; also: potency is read from the fitted curve at half-maximal effect; nearly all actives have a fitted effect of over 60% in size
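Nucleotide exchange by EPAC1 (100 nM) on Rap1B–BODIPY-GDP (250 nM) in the presence of 50 uM GDP is tracked fluorescently at 480/540 nm over 30 min. Signals are normalized to a 6.5 mM cAMP control.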
IL2 activator: activates IL-2 in a cell-based reporter assay; activation, % (series mostly up to about 46 µM); IL-2 activation reporter assay, cell-based qHTS; stimulated with anti-CD3/CD4/CD28 beads; in transgenic mouse T cells; 360,000 tested, 0.065% active; AID 652025; in the data active = activation above about 50%; inconclusive = mostly about 30% to 49%; also: 0% is about no effect
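Quantitative HTS in unstimulated transgenic mouse T cells, with memory T cells as non-tolerant control and PMA/ionomycin as tolerance-bypass control. Compound pretreatment lasted 60 minutes before 18 h bead stimulation; EGFP/DsRed fluorescence read.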
FUS yeast rescue: rescues growth of FUS-expressing yeast | S. cerevisiae FUS-expressing, growth rescue, OD600, 24 h | Potency, µM (top dose mostly 76.6 µM), for inactives: at the highest dose growth rescue (activation), most hits filed as activators | 390,000 tested, 0.24% active;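 also: potency is read from the fitted curve at half-maximal effect; plate controls were DMSO vehicle for no effect and reference control for full effect; nearly all actives have a fitted effect of over 55% in size; some results filed as inactive show a strong effect at the top dose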
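Compound concentration series was pinned onto galactose-induced FUS-expressing yeast seeded at OD 0.005. Plates sat 24hr at 30C; absorbance at 600 nm gave growth. DMSO served as background control.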
PLK1 PBD block: blocks phosphopeptide binding to human PLK1 polo-box domain. Plk1 PBD binding of FITC phosphopeptide, fluorescence polarization. Potency, µM, for inactives: max response, negative = inhibition, usual class: inhibitors. AID 720504. 360,000 tested, 2.8% active; also: potency is read from the fitted curve at half-maximal effect; series mostly up to about 57 µM; % is scaled to controls: 0 for no effect and ±100 for the full control effect; nearly all actives have a fitted effect of over 65% in size
Target sequence (P53350 whole entry, looked up, the tested form may be a part): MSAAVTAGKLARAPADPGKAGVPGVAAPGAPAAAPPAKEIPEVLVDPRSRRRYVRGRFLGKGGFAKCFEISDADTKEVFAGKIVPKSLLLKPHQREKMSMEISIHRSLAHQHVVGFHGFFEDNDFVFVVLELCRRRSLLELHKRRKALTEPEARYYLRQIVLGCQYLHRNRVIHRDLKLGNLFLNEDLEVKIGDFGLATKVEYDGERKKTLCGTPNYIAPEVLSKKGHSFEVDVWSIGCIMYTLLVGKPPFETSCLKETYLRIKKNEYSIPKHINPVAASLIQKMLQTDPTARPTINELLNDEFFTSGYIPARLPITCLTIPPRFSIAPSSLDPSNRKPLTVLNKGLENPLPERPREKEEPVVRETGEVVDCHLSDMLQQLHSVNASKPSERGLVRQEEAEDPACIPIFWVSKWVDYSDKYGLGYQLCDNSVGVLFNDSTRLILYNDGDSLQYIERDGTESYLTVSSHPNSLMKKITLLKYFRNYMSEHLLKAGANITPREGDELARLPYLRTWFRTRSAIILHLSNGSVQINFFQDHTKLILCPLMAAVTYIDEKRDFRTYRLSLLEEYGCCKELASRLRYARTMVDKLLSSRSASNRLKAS
* = called active by the depositor; ? = inconclusive; / = no result given; & = joins results of further samples; [ ] = dose if it differs, or a comment. Unless noted, calls follow the shape of the dose curve; as a rule, active = well fitted curve in the direction sought with a large enough effect; inconclusive = small, poorly fitted or top-dose-only effect, or another doubt; inactive = no such curve, though single readings can be large; an effect the other way counts as inactive or inconclusive.

Values in the order – Abeta rescue	PI5P4Ka inh	aSyn yeast inh	WRN helicase inh	EPAC1 antagonist	EPAC1 agonist	IL2 activator	FUS yeast rescue	PLK1 PBD block
- Cc1nnc(NC(=O)c2cccc(S(=O)(=O)N3CCN(C)CC3)c2)s1
  6%	-1	-1%	-28%	?	-11%	0.1	8%	-6%
- COC(=O)c1ccc(N2CCN(C)CC2)c(NC(=O)c2ccc(Br)o2)c1
  7%	1	2%	6%	12%	10%	-4.1	0%	-9%
- Cn1c(SCC(=O)c2ccccc2)nnc1-c1ccncc1
  -6%	-8	-2%	-5%	-3%	-1%	-1.8	6%	-3%
- O=C(OCC(=O)c1cccs1)c1cccc(C(=O)OCC(=O)c2cccs2)n1
  -3%	/	1%	-13%	-2%	1%	0.1	25%	-6%
- O=C(C=C1SCCS1)/C=C/c1ccco1
  -27%	-57*	-9%	?	?	2%	1.2	/	?
- CC(C)(C)c1ccc(O)c(N=Cc2cc(Br)ccc2O)c1
  5%	?	10%	-3%	-19%	8%	0.6	-34%	3%
- Cc1cccc(NC(=O)c2ccc(F)c(S(=O)(=O)N3CCC4(CC3)OCCO4)c2)c1
  -4%&8%	-1	1%	-3%	8%	2%	-3.9	?	-2%
- CC(C)NC(=O)c1ccccc1NC(=O)C(C)Oc1ccccc1 (stereo not given)
  29%	8	2%	2%	-2%	4%	-0.8	1%	-5%
- CCn1c2ccccc2c2cc(NC(=O)COC(=O)c3cc(Cl)c(N)cc3OC)ccc21
  -4%	0	3%	-6%	4%	4%	-3.4	?	-1%
- S=C(Nc1cccc(Cl)c1)Nc1ccc2cn[nH]c2c1
  -19%	2	-2%	-5%	-19%	-4%	-0.1	21%	-25%
- CCCCOc1ccc(CON(C(C)=O)C(C)=O)cc1Cl
  8%	5	0%	2%	-20%	-11%	-0.3	21%	-25%
- Cc1cc(C(F)F)n2ncc(C(=O)N3CCC(C(N)=O)CC3)c2n1
  21%	2	-6%	-2%	6%	-3%	-1.3	-3%	-2%
- Cc1ccc(S(=O)(=O)Nc2ccc3c(c2)nc(CCN2CCOCC2)n3C)cc1
  4%	4	8%	1%	-15%	8%	-1.0	8%	-7%
- CCOc1cc(/C=N\NC(N)=O)cc(Br)c1OC(C)C
  2%	18	7%	19%	-16%	-17%	0.0	/	-7%
- Nc1nc(-c2cc3ccccc3o2)cs1
  -42%[inhibitor]	3	-20%	-2%	-6%	-2%	-1.5	-26%	-4%
- Cc1cc(-c2nc(-c3ccncc3)no2)ccc1[N+](=O)[O-]
  -17%	-5	-3%	4%	-11%	-8%	-1.0	-9%	4%
- Cc1ccc(SCC(=O)NCc2ccco2)cc1
  3%	-5	-7%	1%	8%	-2%	-2.8	-18%	-2%
- Cc1ccc(OCCC(=O)OCC(=O)NCCc2ccccc2)cc1
  -2%	7	-1%	-8%	1%	8%	0.0	12%	-3%
- C#CCNC(=O)C[C@@H]1C[C@@]2(C(=O)OC)CCCCC=C2N(Cc2ccc3c(c2)OCO3)C1=O
  -7%	0	0%	-5%	0%	11%	-0.5	19%	-6%
- Cc1ccc(NC(=O)CN(C)C(=O)CCSc2ccc(F)cc2)cc1
  -6%	-5	1%	-3%	-21%	2%	3.2	-15%	3%
- COc1ccc(CNC(=O)c2cccc(N3CCCC3=O)c2)cc1
  2%	-2	-14%	5%	-9%	3%	0.3	-9%	1%
- Cc1cc(S(=O)(=O)NCc2ccncc2)c(C)cc1Br
  2%	-7	-2%	-24%	-15%	5%	-5.6	/	-6%
- O=C(N/N=C/c1ccco1)c1cc([N+](=O)[O-])cc([N+](=O)[O-])c1
  -14%	-17	-11%	5%	12%	1%	2.9	-21%	-13%
- Cc1ccc2c(c1)c1c(n2CCc2ccc(C)nc2)CCN(C)C1
  5%	/	/	/	2%	-5%	-1.8	-13%	/
- CC1=C(C(=O)OC(C)(C)C)C(c2cccs2)NC(=O)N1 (stereo not given)
  18%	-5	-4%	-3%	-8%	-5%	-0.3	/	-4%
- O=C(c1ccc(Cl)c(S(=O)(=O)N2CCCC2)c1)N1CCOCC1
  9%	6	7%	-5%	4%	1%	0.6	/	6%
- O=S(=O)(c1cccc(-c2nc3ccccc3s2)c1)N1CCOCC1
  5%	/	3%	-9%	-15%	20%	-2.5	-5%	-5%
- O=C(Nc1ccc([N+](=O)[O-])cc1)c1ccc(Cn2cc([N+](=O)[O-])cn2)cc1
  5%	1	-1%	-3%	-5%	0%	0.6	-13%	1%
- CCOc1ccc(Cl)cc1/C=N/O
  -26%	/	-16%	-13%	4%	3%	-1.6	-12%	4%
- COc1ccc(-c2cc(=O)oc3cc(OC(C)C(=O)NCCCn4ccnc4)ccc23)cc1 (stereo not given)
  0%	-1	-3%	7%	-4%	-4%	-1.9	-8%	-4%
- COC(=O)c1ccc(CN(c2ccc(C)cc2)S(=O)(=O)c2ccc3c(c2)OCCO3)o1
  21%	?	29%	-4%	12%	6%	-4.4	8%	3µM*
- Fc1cc(F)cc(Nc2nc(Cl)nc(NC3CCCC3)n2)c1
  -6%	/	/	/	-15%	-7%	-5.0	6%	/
- Cc1ccc(S(=O)(=O)Oc2ccc(/C=N/NC(=O)c3nn(C)cc3Cl)cc2)cc1
  -3%	-4	1%	-6%	-19%	0%	-0.8	9%	0%
- Cc1cc(C)c(C(O)c2ncc(-c3ccccc3F)[nH]2)c(C)c1 (stereo not given)
  -15%	7	2%	-2%	-11%	3%	0.0	-12%	-18%
- Cc1cc(C)c(NC(=O)CCCn2c(=O)oc3ccccc32)c(C)c1
  -4%	-4	-1%	5%	-9%	2%	0.0	-25%	-12%
- COc1ccc(S(=O)(=O)Nc2ccc3c(c2)OCO3)cc1OC
  0%	-10	2%	1%	3%	-2%	-2.0	20%	-2%
- CSc1ccc(/C=N/NC(=O)COc2ccc(Br)cc2Cl)cc1
  -6%	-9	0%	-4%	-12%	-1%	-3.1	/	2%
- CCCOC(=O)c1ccc(-n2nnnc2SCC(=O)N2CCCCC2)cc1
  -9%	-7	-3%	2%	0%	-1%	-3.6	28%	-1%
- Cc1ccc(S(=O)(=O)N2CCCCC2)cc1NC(=O)CCN1C(=O)C2CC=CCC2C1=O (stereo not given)
  -12%	2	-1%	-2%	-27%	13%	2.4	-6%	-3%
- CC(=O)c1sc(NC(=O)COc2ccc(Cl)cc2Cl)nc1C
  -9%	-1	-1%	-6%	0%	10%	0.2	-10%	-1%
- COc1ccc(S(=O)(=O)N(CC(=O)N/N=C/c2cccs2)c2ccc(C)cc2)cc1OC
  5%	3	-2%	-8%	-3%	-8%	-3.7	?	-2%
- CCOC(=O)c1cc(-c2ccc(Cl)cc2)nc2c1c(C)nn2CCC#N
  4%	1	11%	0%	-7%	4%	-0.5	-10%	-2%
- O=c1cc2c(c(-c3ccccc3)n1Cc1ccccc1)[C@H](CCO)NC2
  8%	2	-8%	-1%	-2%	7%	-0.1	-3%	-4%
- CCS(=O)(=O)Nc1ccc(NC(C)=O)cc1
  9%	3	-1%	-2%	5%	-7%	2.3	-12%	1%
- O=C(NC(Cc1ccccc1)C(=O)O)/C(=C/c1cccc([N+](=O)[O-])c1)NC(=O)c1cccc(Br)c1 (stereo not given)
  1%	-1	2%	6%	0%	-9%	1.0	15%	-4%
- CCC(C(=O)NC1CCN(C)CC1)c1ccccc1 (stereo not given)
  13%	1	5%	7%	8%	1%	0.3	3%	2%
- COc1ccc(C(=O)OCCc2sc[n+](CC(=O)c3ccccc3)c2C)cc1
  4%	13	1%	-5%	4%	3%	-5.0	16%	-5%
- CC(=O)N1c2ccc(S(=O)(=O)N3CCC(C(=O)N4CC(C)CC(C)C4)CC3)cc2CC1C (stereo not given)
  10%	-1	-2%	2%	-15%	3%	-1.2	15%	-11%
- CCn1cc(C(=O)Nc2ccc(OC)c(OC)c2)c2cc(OC)c(OC)cc2c1=O
  23%	/	2%	-1%	-3%	-5%	1.4	39%	2%
- COC(=O)c1cnc2ccccc2n1
  12%	7	0%	-7%[57.1 µM]	0%	0%	0.0	-7%	-1%

The list continues.
Values in the order – Abeta rescue	PI5P4Ka inh	aSyn yeast inh	WRN helicase inh	EPAC1 antagonist	EPAC1 agonist	IL2 activator	FUS yeast rescue	PLK1 PBD block
- O=C(N/N=C/c1ccoc1)c1cccc([N+](=O)[O-])c1
  -2%	-26	1%	-8%	-21%	0%	1.5	-1%	-3%
- COc1ccc(NC(=O)CC2C(=O)N(c3ccc(F)cc3)C(=S)N2NC(=O)c2ccc(Cl)cc2)cc1 (stereo not given)
  -3%	6	0%	-10%	8%	11%	-3.1	/	-7%
- O=C(O)COc1ccccc1O
  -2%	/	-1%	3%	-12%	7%	-1.4	30%	-6%
- COc1ccc(Nc2nc3c(c(=O)n(C)c(=O)n3C)n2CCO)cc1
  12%	3	-4%	-12%	-21%	3%	-1.0	25%	-7%
- C/C(=N\NC(=O)C(=O)Nc1cccc(Cl)c1C)c1ccncc1
  6%	1	-13%	-12%	9%	2%	-0.7	/	-6%
- Cc1cccc(C(=O)Nc2ccccc2-c2nnn(CC(=O)Nc3ccc4c(c3)OCCO4)n2)c1
  11%	/	3%	-4%	-6%	3%	-2.2	4%	-4%

High-throughput results from PubChem BioAssay.
